Runt-SMMHC FRET: inhibitors of human RUNX1 Runt domain binding to CBFb-SMMHC; Q01196+Q13951; Cerulean-Runt/Venus-CBFb-SMMHC FRET ratio 530/480, 1 h; inhibition, % at 20 µM; hit rate 0.74% among 220,000;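 active = mean inhibition across duplicate retests at 20 µM reaching about 50%, limit read from the data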;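 also: 0% = DMSO wells and 100% = wells with excess untagged CBFb-SMMHC; inhibitors lower the FRET ratio by blocking Runt binding to CBFb-SMMHC; some results filed as inactive read as strong as hits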
Target sequence (Q01196 whole entry, looked up, the tested form may be a part): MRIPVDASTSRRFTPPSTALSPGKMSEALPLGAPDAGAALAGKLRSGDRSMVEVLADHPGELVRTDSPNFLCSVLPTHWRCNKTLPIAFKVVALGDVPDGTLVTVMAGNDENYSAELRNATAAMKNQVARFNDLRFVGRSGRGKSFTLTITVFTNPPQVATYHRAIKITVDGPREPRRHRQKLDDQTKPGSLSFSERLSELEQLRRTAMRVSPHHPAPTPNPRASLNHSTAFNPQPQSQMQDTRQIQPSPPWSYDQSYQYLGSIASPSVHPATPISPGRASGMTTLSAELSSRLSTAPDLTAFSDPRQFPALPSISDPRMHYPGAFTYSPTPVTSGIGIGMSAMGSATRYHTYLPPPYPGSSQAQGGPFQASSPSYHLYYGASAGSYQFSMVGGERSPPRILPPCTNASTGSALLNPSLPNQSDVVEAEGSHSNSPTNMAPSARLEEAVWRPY
Target sequence (Q13951 whole entry, looked up, the tested form may be a part): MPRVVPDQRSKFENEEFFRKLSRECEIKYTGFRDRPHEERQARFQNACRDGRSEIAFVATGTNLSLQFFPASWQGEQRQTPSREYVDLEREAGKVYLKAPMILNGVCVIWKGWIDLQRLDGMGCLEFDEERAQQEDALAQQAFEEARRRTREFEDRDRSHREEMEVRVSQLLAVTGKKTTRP
NPY2 pot ag: potentiators or agonists of human neuropeptide Y receptor Y2 | activation, % at 3.6 µM | cells expressing NPY-Y2, potentiator/agonist read-out | P49146 | hit rate 0.45% among 220,000; in the data active = activation above about 27%;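 also: cells stimulated with NPY near EC25 plus isoproterenol at EC100; 0% = vehicle plus submaximal agonist and 100% = vehicle plus saturating agonist; some results beyond the cut were filed as inactive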
Target sequence (P49146 whole entry, looked up): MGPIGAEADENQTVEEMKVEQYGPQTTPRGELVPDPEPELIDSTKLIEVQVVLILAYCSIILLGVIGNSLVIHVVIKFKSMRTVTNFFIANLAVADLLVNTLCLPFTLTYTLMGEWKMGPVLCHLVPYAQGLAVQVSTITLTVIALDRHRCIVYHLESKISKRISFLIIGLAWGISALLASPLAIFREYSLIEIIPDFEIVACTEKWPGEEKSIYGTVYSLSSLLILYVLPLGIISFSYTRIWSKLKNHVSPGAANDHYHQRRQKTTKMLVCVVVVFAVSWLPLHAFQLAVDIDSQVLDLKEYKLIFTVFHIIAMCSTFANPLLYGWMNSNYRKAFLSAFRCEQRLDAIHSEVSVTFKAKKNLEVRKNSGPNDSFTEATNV
RBBP9 inhibitor: blocks human serine hydrolase RBBP9 | hit rate 0.2% among 220,000 | inhibition, % at 7.94 µM | O75884 | AID 1515 | recombinant RBBP9, FP-Rh probe fluorescence polarization;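 active = inhibition above the campaign mean of all tested compounds plus 3 SD, cut at about 14% in these data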;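 also: plate controls were DMSO wells with RBBP9 for no effect and wells lacking RBBP9 protein for full effect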
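Test system: recombinant human RBBP9; Timing: 30 min then 45 min, 25 °C; Detection: fluorescence polarization; Control set: RBBP9 with DMSO as uninhibited control, no-protein wells as full inhibition; Compound dosing: one concentration, 7.94 µM nominal, 0.794% DMSO; Probe or stimulus: FP-Rh activity-based probe, 375 nM before mixing.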
Mdm2 ligase inh: inhibitors of human Mdm2 E3 ubiquitin ligase; cell-based MDM2 ubiquitination luciferase reporter, 2 h; 0 = plate control, 100 = twice control, blank-subtracted; signal enhancement, % at 5 µM; AID 1230; Q00987; hit rate 0.11% among 210,000;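 active = signal enhancement of 30% or more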;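 also: luminescence tracks abundance of the self-degrading MDM2-luciferase fusion protein; higher signal means inhibition of MDM2 E3 ligase activity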
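Timing – 2 h compound exposure at 37 °C · Assay system – mammalian cells stably expressing self-ubiquitinating, self-degrading MDM2 E3–luciferase fusion · Amount – 2000 cells seeded into each well · Measure – % luminescence enhancement versus blank-corrected plate control mean · Measured by – SteadyLite luminescence, 15 min reagent step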
Runt-CBFb FRET: blocks binding of human RUNX1 Runt domain to CBFb; Q01196+Q13951; Cerulean-Runt/Venus-CBFb FRET ratio 530/480, 1 h; inhibition, % at 20 µM; hit rate 0.46% among 220,000;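 active = inhibition over about 50% at 20 µM in the single-dose screen, limit read from the data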;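 also: 0% = DMSO wells and 100% = excess unlabeled CBFb competitor control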
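Doses: 20 µM compound in 1% DMSO | Material: Cerulean-labeled Runt domain protein | Amount: Each fluorescent fusion protein 100 nM | Schedule: Two 1 h room-temperature incubations shielded from light | Measured by: FRET fluorescence | Evaluation: Loss of energy transfer signal | Controls: Unlabeled CBFb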
Hck Nef HTS: human Hck-Nef kinase inhibition; P08631; Recombinant Hck-YEEI plus Nef, Z-Lyte FRET kinase assay; inhibition, % at 20 µM; hit rate 0.68% among 220,000; AID 463187;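 active = Hck-Nef kinase inhibition above about 50%, limit read from the data; inactive = inhibition below that limit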;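 also: 0% = DMSO with Hck plus Nef and 100% = Hck alone without Nef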
NPY Y1 blocker: blocks the human neuropeptide Y Y1 receptor; hit rate 1% among 200,000; HEK293-CNG Y1 cells, membrane potential fluorescence; NPY at EC95, then isoproterenol; inhibition, % at 3.6 µM; P25929; AID 1040;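 active = inhibition above the campaign mean inhibition of all tested compounds plus 3 SD, cut at about 20% in these data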;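 also: 0% = DMSO wells given NPY plus isoproterenol and 100% = isoproterenol alone without NPY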
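System: HEK293 cells with Y1 receptor plus CNG channel / Probe or stimulus: NPY 25 nM then isoproterenol 1 µM plus Ro 20-1724 25 µM / Compound: one concentration, 3.6 µM, in 0.4% DMSO / Schedule: compound incubation 1 h at room temperature, readout 45 min post-stimulation / Measured by: membrane potential fluorescence / Read-out: % inhibition of NPY effect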
p97 inhibitor: inhibitors of human p97 ATPase. P55072. recombinant p97 ATPase, Kinase-Glo ATP luminescence, 3 h. inhibition, % at 8 µM. hit rate 0.42% among 220,000; in the data active = inhibition above about 15%;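 also: 0% = DMSO vehicle and 100% = wells lacking enzyme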
NPY1 pot ag: potentiators or agonists of human neuropeptide Y receptor Y1. P25929. NPY-Y1 expressing cells, potentiator/agonist activation. activation, % at 3.6 µM. hit rate 0.37% among 220,000; in the data active = activation above about 33%, passing the limit was not always enough;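 also: cells stimulated with NPY at EC10 then isoproterenol at EC100; 0% = low agonist plus stimulus and 100% = saturating agonist plus stimulus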
* marks the source's active call; other numbers are inactive results; x = no result given.

SMILES | Runt-SMMHC FRET | NPY2 pot ag | RBBP9 inhibitor | Mdm2 ligase inh | Runt-CBFb FRET | Hck Nef HTS | NPY Y1 blocker | p97 inhibitor | NPY1 pot ag
CC(=O)N1CCC(N(CCN2CCOCC2)C(=S)Nc2cccc(C)c2)CC1 | -4 | 2 | -3 | 2 | -3 | -37 | 1 | -6 | 0
CN1CCN(S(=O)C23CC4CC(CC(C4)C2)C3)CC1 (stereo unspecified) | -8 | -16 | -2 | 5 | -1 | -6 | 3 | -2 | -19
CCOC(=O)CS(=O)(=O)c1ccc2ccccc2c1 | 1 | 1 | 2 | -12 | -2 | 15 | 2 | 5 | -4
COc1ccc2cnn(-c3ccccc3)c(=O)c2c1OC | 1 | 9 | -7 | 0 | 0 | 17 | 3 | 4 | 4
O=C(c1ccc(CN2CCc3ccccc3C2)cc1)N1CCCCC1 | 4 | -3 | 4 | -18 | -1 | -2 | 2 | 2 | -5
O=C(NCCNc1ccc([N+](=O)[O-])cc1)c1ccco1 | -1 | -9 | -7 | -21 | -3 | -4 | 2 | -3 | 17
COc1ccc(C(=O)C2CCCN(C3Cc4ccccc4C3)C2)c(OC)c1 (stereo unspecified) | x | -8 | 11 | 8 | x | 18 | 6 | 0 | -7
COCCNC(=O)CN1CCC(NC(=O)Nc2ccccc2)CC1 | 0 | 18 | 3 | -24 | -1 | 1 | 6 | 3 | 1
Cn1nc(-c2ccccc2)cc1NS(=O)(=O)c1ccccc1 | 0 | -7 | 1 | -16 | 1 | 6 | x | 7 | -4
O=C(NC1CCCCC1)c1ccc(S(=O)(=O)NCc2cccnc2)cc1 | 2 | 0 | -5 | -8 | 0 | 1 | 1 | -1 | -4
CCOC(=O)Cc1csc(NC(=S)NC(=O)c2ccccc2Br)n1 | 3 | 0 | -1 | 7 | 16 | 6 | 1 | 4 | -13
O=C(NCc1ccco1)c1cc(-c2cccs2)nc2ccccc12 | -6 | -8 | 0 | 10 | -6 | 20 | -3 | 6 | -33
CCOc1ccccc1CN1CCN(Cc2ccc(C)o2)C(CCO)C1 (stereo unspecified) | 0 | -13 | -2 | 4 | -1 | 17 | 10 | 0 | 3
CC1(C)Cc2c(C#N)c(SCC(=O)c3ccccc3)nc(N3CCOCC3)c2CO1 | 0 | 13 | -4 | -1 | 3 | 0 | -3 | 6 | 4
COc1ccc(NC(=O)COC(=O)Cc2c[nH]c3ccccc23)cc1OC | -3 | -1 | -10 | -6 | 0 | -3 | -2 | -1 | -7
COCCOC(=O)C1=C(C)NC(=O)NC1c1c(F)cccc1Cl (stereo unspecified) | 3 | 0 | 10 | -11 | -2 | -1 | -5 | 4 | 28
Cc1ccccc1-c1nc(CS(=O)(=O)CC(=O)NCc2ccccc2)c(C)o1 | 0 | -14 | -4 | -14 | -2 | 17 | 6 | -1 | -24
Cc1cccc(-n2ncc3c(NCCCn4ccnc4)ncnc32)c1 | -2 | -5 | -5 | -18 | 1 | 12 | -3 | -1 | -1
Cc1cccc(NC(=O)CC2SC(=NC3CCCCC3)NC2=O)c1 (stereo unspecified) | 1 | 6 | -2 | -7 | 0 | -2 | 0 | -3 | 5
Cc1cc(NC(=O)CSc2nc(-c3ccco3)cc(C(F)(F)F)n2)n(-c2ccccc2)n1 | 0 | -3 | 4 | 4 | -1 | 10 | 6 | -2 | -5
CN(c1ccc(C(=O)NCCc2ccccc2)cc1)S(C)(=O)=O | 1 | -2 | 3 | -32 | 0 | 1 | -7 | -2 | 14
CC(C)NCC(O)COCCOc1ccc(Br)cc1 (stereo unspecified) | -2 | 3 | 11 | -80 | -2 | 5 | 16 | 3 | -36
CC12CCC(C(=O)N(NC(=O)c3ccccc3Cl)C1=O)C2(C)C (stereo unspecified) | 3 | -8 | -2 | 9 | -1 | -2 | -1 | -5 | -13
COc1ccccc1-n1cnc2c(c1=O)c1nc3ccccc3nc1n2CCc1ccccc1 | -11 | -5 | -4 | 7 | -3 | -1 | -2 | 2 | 0
O=C(COC(=O)CCCOc1ccc(Cl)cc1Cl)NCc1ccccc1 | -4 | -12 | -4 | -9 | -6 | 2 | 12 | 0 | -39
Cc1cc2c(o1)CC(C)(C)CC2=O | -1 | -3 | -8 | -6 | -2 | -10 | 7 | 2 | -8
CC(=O)n1cc([C@@H]2C=C(C(=O)O)O[C@H](OCc3ccc(CO)cc3)C2)c2ccccc21 | 1 | 1 | -3 | x | 0 | -5 | -6 | 1 | 5
CCc1nc(SCC(=O)Nc2nnc(CC)s2)c2c(C)c(C)sc2n1 | -26 | 1 | -5 | -18 | 0 | 14 | -3 | 2 | 11
CCn1c(O)c(C=C2N=c3ccccc3=N2)sc1=S | -7 | 5 | -2 | 3 | -4 | 20 | 3 | 3 | 32
CCOC(=O)CNc1ccc2c(c1)OCO2 | 5 | -14 | -12 | -15 | 6 | 0 | 5 | 2 | -19
C=CCn1c(COc2ccc3c(c2)CCCC3)nnc1SCC(=O)Nc1cccc(SC)c1 | -5 | 2 | -12 | -14 | -4 | 1 | 4 | -4 | 3
CCC1C2CN(C(C)=O)CC=C2C(C#N)=C(N)C1(C#N)C#N (stereo unspecified) | 25 | 5 | -2 | -8 | 8 | 6 | 8 | 5 | -9
CCC1(CC)N([O-])C(C)=C(c2ccccc2)[N+]1=O | 4 | -7 | -6 | -12 | 1 | 0 | 5 | -5 | -9
COc1ncnc2c1N[C@@](C)(O)c1c(F)c(F)c(F)c(F)c1S2 | 6 | 3 | -5 | -4 | 1 | 0 | 1 | -1 | -5
CC1CCN(C(=O)Cn2nc(C(F)(F)F)c3c2CCCC3)CC1 | 2 | 9 | -6 | -1 | -2 | 2 | -2 | -5 | -7
Cc1ccc2c(=O)cc(C(F)F)oc2c1 | -1 | -5 | -11 | -13 | -1 | 0 | 2 | 1 | -1
COC(=O)c1ccc(Cc2ccc(C(=O)OC)o2)o1 | -3 | -10 | -4 | -27 | -2 | 0 | 2 | -3 | 7
CCOc1cc(C(=S)N2CCC(O)CC2)ccc1OS(=O)(=O)c1ccc(Br)cc1 | -2 | 5 | -4 | 5 | -3 | 2 | -3 | 0 | 12
CCC(=O)NCCc1cc2ccc(C)cc2[nH]c1=O | -3 | -4 | -5 | -11 | 2 | -4 | 3 | 1 | -12
CCCCC(CC)C(=O)NCc1ccc(F)cc1 (stereo unspecified) | 2 | -1 | -14 | -6 | -4 | 0 | 5 | 2 | 4
CCc1nccn1S(=O)(=O)c1cc(C)c(OC)cc1C | 2 | -6 | 4 | -14 | 1 | 3 | 3 | 4 | -13
Cn1c(NC(=O)c2ccc(F)cc2)c(-c2ccccn2)c(=O)c2ccccc21 | 0 | -5 | -13 | 3 | -1 | 5 | x | -6 | 2
CCOc1ccc(-c2[nH]nc3c2C(c2ccc(O)cc2)C(C#N)=C(N)O3)cc1 (stereo unspecified) | 5 | -5 | 0 | -10 | -1 | -1 | -1 | -3 | 8
O=C(NCCOc1ccccc1)C1CCCN1C(=O)c1cccs1 (stereo unspecified) | x | 6 | -2 | -6 | x | 3 | -8 | 6 | 3
Cc1cc(C(F)(F)F)nc(NCc2cccnc2)n1 | 5 | 7 | -4 | -4 | -2 | 1 | 0 | 5 | -37
C/C(CCc1ccc2c(c1)OCO2)=N\N=C1\NC(=O)CC(C(=O)Nc2ccccc2)S1 (stereo unspecified) | -1 | -2 | -7 | -18 | -1 | -1 | 15 | -6 | -9
CCOc1ccc(OCC)c(S(=O)(=O)n2cc(C)nc2CC)c1 | -5 | -12 | -1 | 0 | 1 | 17 | 8 | 1 | -7
COc1ccc(C(=O)CSc2ncnc3nc[nH]c23)cc1 | 0 | 6 | -8 | -1 | 0 | 22 | x | 6 | 0
CCOC(=O)c1cc2c(nc1C)-c1cc(Cl)cc(Cl)c1OC2O (stereo unspecified) | 2 | 0 | -6 | 9 | 2 | 24 | -2 | 1 | -12
O=c1c2cc(-c3ccccc3)sc2ncn1/N=C/c1ccco1 | -2 | -8 | -7 | -21 | -5 | 1 | 4 | -4 | 5

Molecules shown so far containing fluorine (8):
SMILES | Runt-SMMHC FRET | NPY2 pot ag | RBBP9 inhibitor | Mdm2 ligase inh | Runt-CBFb FRET | Hck Nef HTS | NPY Y1 blocker | p97 inhibitor | NPY1 pot ag
COCCOC(=O)C1=C(C)NC(=O)NC1c1c(F)cccc1Cl (stereo unspecified) | 3 | 0 | 10 | -11 | -2 | -1 | -5 | 4 | 28
Cc1cc(NC(=O)CSc2nc(-c3ccco3)cc(C(F)(F)F)n2)n(-c2ccccc2)n1 | 0 | -3 | 4 | 4 | -1 | 10 | 6 | -2 | -5
COc1ncnc2c1N[C@@](C)(O)c1c(F)c(F)c(F)c(F)c1S2 | 6 | 3 | -5 | -4 | 1 | 0 | 1 | -1 | -5
CC1CCN(C(=O)Cn2nc(C(F)(F)F)c3c2CCCC3)CC1 | 2 | 9 | -6 | -1 | -2 | 2 | -2 | -5 | -7
Cc1ccc2c(=O)cc(C(F)F)oc2c1 | -1 | -5 | -11 | -13 | -1 | 0 | 2 | 1 | -1
CCCCC(CC)C(=O)NCc1ccc(F)cc1 (stereo unspecified) | 2 | -1 | -14 | -6 | -4 | 0 | 5 | 2 | 4
Cn1c(NC(=O)c2ccc(F)cc2)c(-c2ccccn2)c(=O)c2ccccc21 | 0 | -5 | -13 | 3 | -1 | 5 | x | -6 | 2
Cc1cc(C(F)(F)F)nc(NCc2cccnc2)n1 | 5 | 7 | -4 | -4 | -2 | 1 | 0 | 5 | -37

From PubChem
